Screens deposited in PubChem BioAssay by Broad Institute.
CASP6 VEID inh – inhibitors of human caspase-6; P55212; purified caspase-6, Z-VEID-R110 cleavage fluorescence; inhibition, % at 12.5 µM; actives 0.53% (n = 350,000);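 active means mean inhibition across replicates at least about 35%, with every replicate also reaching that limit, limit read from the data; inconclusive means only one of the two criteria met; inactive means neither criterion met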;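 further: 0% = median of neutral control wells and 100% = no fluorescence left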
Target sequence (P55212 24-179 limits assumed): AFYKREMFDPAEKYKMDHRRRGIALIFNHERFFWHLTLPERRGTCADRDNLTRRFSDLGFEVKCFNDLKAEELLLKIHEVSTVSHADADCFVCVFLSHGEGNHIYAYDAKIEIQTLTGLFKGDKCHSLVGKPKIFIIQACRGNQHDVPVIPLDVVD
Target sequence (P55212 194-293 limits assumed): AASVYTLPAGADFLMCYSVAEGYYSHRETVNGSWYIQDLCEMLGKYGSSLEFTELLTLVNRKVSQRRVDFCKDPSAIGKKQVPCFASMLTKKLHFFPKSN
RAD52 inh – blocks human RAD52 DNA annealing | inhibition, % at 18.7 µM | AID 651710 | P43351 | recombinant RAD52 DNA annealing, FRET fluorescence | actives 0.46% (n = 360,000);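 active means every replicate showing at least 50% inhibition; inconclusive means mean inhibition at least 50% but not in every replicate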
E-selectin induc – E-selectin induction on HUVECs; P16581; activation, % at 7.58 µM; actives 0.37% (n = 260,000); HUVEC E-selectin immunofluorescence imaging; normalized: neutral wells 0, TNF-alpha wells 100;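 active means mean E-selectin-positive cell signal at least 10% of the positive control, reached in at least 60% of replicates, without over 20% cell loss; inconclusive means no rule given, readout overlaps actives, possibly toxicity-flagged; inactive means the rest, including those meeting only one limit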;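 further: in these data hits start at about 27%; measured in HUVEC primary endothelial cells; signal is the percent of cells scored E-selectin positive by PE staining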
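assay system = HUVEC, human umbilical vein endothelial cells | input = 3,000 HUVEC seeded per well | medium = EGM-2 growth medium on 0.1% gelatin-coated wells | dosing = one compound dose added by pin transfer | signal = immunofluorescence imaging | read-out basis = % PE-positive cells | control set = TNF-alpha, DMSO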
INS-1E GSIS act – GLuc luminescence reporter in INS-1E cells, primary screen for activators of glucose-dependent secretion of insulin. INS-1E GLuc reporter insulin secretion, 2-3 h. actives 0.61% (n = 370,000). activation, % at 16.6 µM;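 active means lowest replicate activation of at least 40%, so every replicate reaches that level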;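 further: 0% = median of neutral control wells and 100% = median of IBMX positive control wells; some compounds called inactive have numbers as strong as hits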
Xi reactivation – X-chromosome reactivation activator; activation, % at 7.58 µM; XiGFP mouse fibroblasts, % GFP-positive cells imaging, 3 d; cells co-treated with 5-aza-dC sensitizer; scaled so ellipticine positive control = 100%; actives 0.055% (n = 360,000);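 active means mean normalized replicate activation at least 10% and every replicate at or above 10%; inconclusive means only one of the two criteria met; inactive means mean below 10% and not all replicates reach 10%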;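 further: 0% = median of on-plate neutral control wells and 100% = ellipticine 6 µM median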
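Schedule: 3 d treatment, 15 min room-temperature fixation; system: 68-5-11 XiGFP fibroblast line; buffer or medium: DMEM plus 5-aza-dC sensitizer; control set: ellipticine 6 µM positive control; compound: one concentration, pinned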
RAD54 branch – blocks human RAD54 Holliday junction branch migration | actives 0.14% (n = 360,000) | Q92698 | inhibition, % at 10.4 µM | FAM/BHQ fluorescence;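 active means mean normalized replicate activity at least 40 and at least half of replicates scoring 40 or more; inconclusive means only one of the two criteria met; inactive means mean below 40 and under half of replicates reaching 40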;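 further: 0% = median of neutral control wells and 100% = median of positive control wells; inhibitors cause a drop in the FAM fluorescence signal; in these data hits start at about 50%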
Target sequence (Q92698 whole entry, looked up): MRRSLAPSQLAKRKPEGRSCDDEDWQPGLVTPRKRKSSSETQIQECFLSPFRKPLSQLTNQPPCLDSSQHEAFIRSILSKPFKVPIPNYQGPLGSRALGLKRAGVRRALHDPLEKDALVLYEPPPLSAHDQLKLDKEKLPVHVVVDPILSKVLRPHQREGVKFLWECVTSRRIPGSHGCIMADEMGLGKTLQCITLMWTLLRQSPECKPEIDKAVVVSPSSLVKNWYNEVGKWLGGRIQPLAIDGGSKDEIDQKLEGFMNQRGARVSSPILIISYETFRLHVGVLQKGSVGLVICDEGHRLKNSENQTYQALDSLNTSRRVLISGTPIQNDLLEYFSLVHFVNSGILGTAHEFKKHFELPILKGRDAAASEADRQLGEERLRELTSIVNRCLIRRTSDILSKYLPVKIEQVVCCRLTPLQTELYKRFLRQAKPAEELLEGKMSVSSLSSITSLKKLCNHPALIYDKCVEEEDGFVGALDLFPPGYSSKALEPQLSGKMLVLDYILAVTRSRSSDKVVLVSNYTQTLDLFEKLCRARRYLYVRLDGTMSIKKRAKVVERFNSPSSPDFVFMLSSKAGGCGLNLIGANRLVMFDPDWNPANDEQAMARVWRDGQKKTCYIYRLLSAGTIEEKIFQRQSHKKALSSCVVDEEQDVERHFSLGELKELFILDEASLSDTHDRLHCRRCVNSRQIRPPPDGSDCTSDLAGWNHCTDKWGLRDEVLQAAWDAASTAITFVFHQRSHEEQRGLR
F508del corr – correctors of CFTR F508del function in bronchial epithelial cells; activity (quench increase), % at 7.58 µM; actives 0.36% (n = 350,000); CFBE cells, YFP halide quenching; stimulated with forskolin plus potentiator P3; % fluorescence drop versus neutral controls;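 active means mean added fluorescence quench of at least 8% versus neutral control, with both replicates also reaching 8%; inconclusive means only one of the mean or replicate conditions met; inactive means mean below 8% and not both replicates reaching 8%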;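 further: cells transiently co-express mutant CFTR-F508del with the halide-sensitive YFP; corrector assay measuring rescue of mutant channel to the surface after 24 h compound exposure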
DENV2 CPE rescue – protects cells from dengue virus 2 cytopathic effect. DENV2-infected cells, cytopathic effect rescue, plate reader. CPE inhibition, % at 9.99 µM. actives 1.7% (n = 350,000); in the data active means CPE inhibition above about 20%, passing the limit was not always enough; inconclusive means no clear call, values can overlap the other calls; tested in BHK-21 cells;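 further: 0% = median of neutral control wells and 100% = median of positive control wells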
The depositor's hits bear a star.

Results for C[C@@H]1CCCCO[C@@H](CN(C)C(=O)c2ccccc2)[C@@H](C)CN([C@H](C)CO)C(=O)c2cc(NS(=O)(=O)c3ccc(Cl)cc3)ccc2O1 ?
CASP6 VEID inh: 2; RAD52 inh: 20; E-selectin induc: 1.2; INS-1E GSIS act: -4; Xi reactivation: 0.2; RAD54 branch: 5; F508del corr: -1.1; DENV2 CPE rescue: -1

How did Cc1ccc(NC(=O)CSc2ccc(-c3cccnc3)nn2)c(C)c1 do in these assays?
CASP6 VEID inh: -3; RAD52 inh: -23; INS-1E GSIS act: -1; Xi reactivation: 0.4; RAD54 branch: -1; F508del corr: -2.0; DENV2 CPE rescue: -5

What do the screens show for `COc1ccccc1CNC(=O)CN1C(=O)NC(C)(c2ccc(C)cc2)C1=O` (configuration not stated)?
CASP6 VEID inh: 0; RAD52 inh: -2; E-selectin induc: 0.1; INS-1E GSIS act: 8; Xi reactivation: 0.0; RAD54 branch: 18; F508del corr: 1.6; DENV2 CPE rescue: 6

What do the screens show for `O=C(N=Nc1c(O)[nH]c2ccccc12)c1cc(NS(=O)(=O)c2cccs2)cc(NS(=O)(=O)c2cccs2)c1`?
CASP6 VEID inh: 2; RAD52 inh: -2; E-selectin induc: 3.4; INS-1E GSIS act: 8; Xi reactivation: 0.1; F508del corr: 2.7; DENV2 CPE rescue: 12

How did COCCNC(=O)c1ccc2c3n(nc2c1)-c1ccc(Cl)cc1CO3 do in these assays?
CASP6 VEID inh: 5; RAD52 inh: -15; E-selectin induc: -0.2; INS-1E GSIS act: 15; Xi reactivation: 0.0; RAD54 branch: 12; F508del corr: 2.0; DENV2 CPE rescue: 122*

What do the screens show for `C/C(=N\NC(=O)c1ccc(CN2CCOCC2)cc1)c1ccc(NC(=O)c2ccccc2)cc1`?
CASP6 VEID inh: -3; RAD52 inh: -10; E-selectin induc: -2.6; INS-1E GSIS act: 14; Xi reactivation: 0.0; RAD54 branch: -12; F508del corr: -1.1; DENV2 CPE rescue: -6

What do the screens show for `Cc1ccc(S(=O)(=O)c2nc(S(C)(=O)=O)sc2N2CCC3(CC2)OCCO3)cc1`?
CASP6 VEID inh: -2; RAD52 inh: -29; E-selectin induc: -0.8; INS-1E GSIS act: 17; Xi reactivation: 0.0; RAD54 branch: 3; F508del corr: -2.6; DENV2 CPE rescue: -5

How did C[C@@H]1CN([C@H](C)CO)S(=O)(=O)c2ccc(-c3ccc(F)cc3)cc2O[C@@H]1CN(C)C(=O)Nc1ccccc1F do in these assays?
CASP6 VEID inh: -4; RAD52 inh: -20; E-selectin induc: 0.0; INS-1E GSIS act: -20; Xi reactivation: -0.9; RAD54 branch: -5; F508del corr: 0.7

How did CN(C)S(=O)(=O)c1ccc2nnn(O)c2c1 do in these assays?
CASP6 VEID inh: -1; RAD52 inh: -1; E-selectin induc: 0.9; Xi reactivation: 0.0; RAD54 branch: -6; F508del corr: -1.0; DENV2 CPE rescue: -3

How did COCCCNC(=O)c1ccc2c(=O)n(Cc3ccc(OC)cc3)c(=O)[nH]c2c1 do in these assays?
CASP6 VEID inh: -2; RAD52 inh: -10; E-selectin induc: 12; INS-1E GSIS act: -2; Xi reactivation: 0.0; F508del corr: -1.0; DENV2 CPE rescue: -1

Results for CCN(C(=O)Cn1c(=O)oc2ccccc21)c1cccc(C)c1 ?
CASP6 VEID inh: -1; RAD52 inh: -9; INS-1E GSIS act: 9; Xi reactivation: 0.0; RAD54 branch: -4; F508del corr: -2.2; DENV2 CPE rescue: 0

How did COc1ccccc1C1C(C(N)=O)=C(C)Nc2nc(CCCO)nn21 (configuration not stated) do in these assays?
CASP6 VEID inh: 0; RAD52 inh: -6; E-selectin induc: 0.2; INS-1E GSIS act: 1; Xi reactivation: 0.0; RAD54 branch: 0; F508del corr: -1.2; DENV2 CPE rescue: -4

How did COc1ccccc1/C=C(/C(=O)NCCCn1ccnc1)c1ccccc1 do in these assays?
CASP6 VEID inh: 2; RAD52 inh: -15; INS-1E GSIS act: 6; Xi reactivation: 0.4; RAD54 branch: 0; F508del corr: -1.7; DENV2 CPE rescue: -1

How did CNc1ccccc1C(=O)OC(C)C(=O)Nc1ccc(Cl)cn1 (configuration not stated) do in these assays?
CASP6 VEID inh: 2; RAD52 inh: 3; E-selectin induc: 14; INS-1E GSIS act: -6; Xi reactivation: 0.6; RAD54 branch: 1; F508del corr: -1.3; DENV2 CPE rescue: inconclusive

How did CCOC(=O)N1CCN(C(=O)C2CCN(S(=O)(=O)c3cc(Cl)ccc3OCC)CC2)CC1 do in these assays?
CASP6 VEID inh: -1; RAD52 inh: -10; INS-1E GSIS act: -13; Xi reactivation: 0.1; RAD54 branch: -14; F508del corr: 1.9; DENV2 CPE rescue: -1

What do the screens show for `COc1ccccc1C(=O)NC(=O)COC(=O)CNC(=O)c1ccc(Cl)c([N+](=O)[O-])c1`?
CASP6 VEID inh: 4; RAD52 inh: -4; INS-1E GSIS act: 1; Xi reactivation: 0.0; RAD54 branch: 13; F508del corr: 0.0; DENV2 CPE rescue: 2

How did Cc1ccccc1S(=O)(=O)N1C[C@H](O)COC[C@@H]2O[C@@H](CC(=O)NCCc3ccccc3)CC[C@H]21 do in these assays?
CASP6 VEID inh: -54; RAD52 inh: 58*; E-selectin induc: -0.1; INS-1E GSIS act: -7; Xi reactivation: 0.1; RAD54 branch: -16; F508del corr: -1.3; DENV2 CPE rescue: -3

How did CO[C@H]1CN(C)C(=O)c2cc(NC(=O)Nc3ccccc3Cl)ccc2OC[C@@H](C)NC[C@@H]1C do in these assays?
CASP6 VEID inh: 0; RAD52 inh: -1; E-selectin induc: 0.0; INS-1E GSIS act: 7; Xi reactivation: 0.0; RAD54 branch: 9; F508del corr: 0.2; DENV2 CPE rescue: 31*

How did COc1cc(O)c(C(CCN2CCCC2)c2cc(OC)c(OC)c(OC)c2)c(OC)c1 (configuration not stated) do in these assays?
CASP6 VEID inh: -3; RAD52 inh: -33; E-selectin induc: 0.0; INS-1E GSIS act: 7; Xi reactivation: -0.1; RAD54 branch: 3; F508del corr: 0.6; DENV2 CPE rescue: -7

How did CC(C)[C@H](NC(=O)OCc1ccccc1)C(=O)OCC(=O)N1CCCCC1 do in these assays?
CASP6 VEID inh: -1; RAD52 inh: 1; E-selectin induc: -0.1; INS-1E GSIS act: 7; Xi reactivation: 0.1; RAD54 branch: -3; F508del corr: -0.1; DENV2 CPE rescue: -7

What do the screens show for `CO[C@@H]1CN(C)C(=O)c2ccc(NS(C)(=O)=O)cc2OC[C@H](C)N(C(=O)CC2CC2)C[C@H]1C`?
RAD52 inh: 0; E-selectin induc: 0.0; INS-1E GSIS act: -5; Xi reactivation: 0.3; RAD54 branch: 1; F508del corr: 1.2; DENV2 CPE rescue: 1

What do the screens show for `OCC1OC(n2cnc3c(SCc4ccccc4)ncnc32)C(O)C1O` (configuration not stated)?
CASP6 VEID inh: -1; RAD52 inh: 4; Xi reactivation: 0.0; F508del corr: 6.5; DENV2 CPE rescue: 75*

Results for COc1cc(C(C)=O)ccc1OCCCOc1cccc2cccnc12 ?
CASP6 VEID inh: -1; RAD52 inh: -13; INS-1E GSIS act: -1; Xi reactivation: 0.0; RAD54 branch: -13; F508del corr: 2.2; DENV2 CPE rescue: -1

What do the screens show for `Cc1cc2nc(-c3ccccc3)c(CC(C)(C)C)n2c(C)c1Br`?
CASP6 VEID inh: -2; RAD52 inh: -13; E-selectin induc: -0.7; INS-1E GSIS act: -19; Xi reactivation: -0.1; RAD54 branch: -2; F508del corr: -1.2; DENV2 CPE rescue: 7

How did O=C(NCCC1=CCCCC1)C1CCN(S(=O)(=O)N2CCCC2)CC1 do in these assays?
CASP6 VEID inh: -1; RAD52 inh: -6; INS-1E GSIS act: -23; Xi reactivation: 0.0; RAD54 branch: -3; F508del corr: 0.1; DENV2 CPE rescue: 4

Results for COc1cc(/C=C2\SC(=S)N(NC(=O)c3cccc(O)c3)C2=O)ccc1O ?
CASP6 VEID inh: 9; RAD52 inh: inactive; E-selectin induc: 0.2; INS-1E GSIS act: -19; Xi reactivation: 0.0; RAD54 branch: -213; F508del corr: -0.4; DENV2 CPE rescue: 16

How did O=c1cc(-c2ccc(O)cc2)oc2c(C3OCC(O)C(O)C3O)c(O)c(C3OC(CO)C(O)C(O)C3O)c(O)c12 (configuration not stated) do in these assays?
CASP6 VEID inh: 18; RAD52 inh: 5; INS-1E GSIS act: 9; RAD54 branch: 0; F508del corr: 1.2; DENV2 CPE rescue: 10

What do the screens show for `CCOc1ccc(/C(=N\O)C(C)NO)cc1` (configuration not stated)?
CASP6 VEID inh: -1; RAD52 inh: -30; INS-1E GSIS act: 10; RAD54 branch: 0; F508del corr: 2.0; DENV2 CPE rescue: -2

How did Cc1cc(NC(=O)CCC(=O)N(c2ccc(F)cc2)C(C(=O)NC2CCCC2)c2cccnc2)no1 (configuration not stated) do in these assays?
CASP6 VEID inh: 3; RAD52 inh: -11; INS-1E GSIS act: 9; Xi reactivation: 0.0; RAD54 branch: 6; F508del corr: 1.7; DENV2 CPE rescue: 8

How did CCOC(=O)N1CCN(C(=O)CSc2nc(=O)n3ccccc3n2)CC1 do in these assays?
CASP6 VEID inh: -3; RAD52 inh: -6; E-selectin induc: 0.0; INS-1E GSIS act: 6; Xi reactivation: 0.0; RAD54 branch: -12; F508del corr: -0.6; DENV2 CPE rescue: -4

Results for Cc1csc2nc(CSc3nc4ccccc4o3)cn12 ?
CASP6 VEID inh: 0; RAD52 inh: -5; INS-1E GSIS act: -1; RAD54 branch: 5

How did NC(=O)C1CCCN1S(=O)(=O)c1ccc2ccccc2c1 (configuration not stated) do in these assays?
CASP6 VEID inh: 1; RAD52 inh: -6; E-selectin induc: -0.2; INS-1E GSIS act: 7; Xi reactivation: 0.0; RAD54 branch: -3; F508del corr: 1.3; DENV2 CPE rescue: 1

Results for COc1ccccc1/C=N/NC(=O)c1cccc2ccccc12 ?
CASP6 VEID inh: 2; RAD52 inh: -4; INS-1E GSIS act: 4; Xi reactivation: 0.2; RAD54 branch: 4; F508del corr: -1.0; DENV2 CPE rescue: 0

Results for CN1C(=O)c2cc(NC(=O)C3CC3)ccc2OC[C@H]2O[C@H](CC(=O)NCc3ccccc3F)CC[C@@H]21 ?
CASP6 VEID inh: 2; RAD52 inh: 8; E-selectin induc: 0.1; INS-1E GSIS act: 7; Xi reactivation: 0.0; RAD54 branch: -6; F508del corr: -3.5; DENV2 CPE rescue: -11

What do the screens show for `CCc1ccccc1NC(=O)C1CCCN(c2ncccn2)C1` (configuration not stated)?
CASP6 VEID inh: -3; RAD52 inh: -9; E-selectin induc: 1.2; INS-1E GSIS act: 0; Xi reactivation: 0.0; RAD54 branch: 4; F508del corr: -2.9; DENV2 CPE rescue: 5

Not a retest: entries from further up.
How did Cc1cc(NC(=O)CCC(=O)N(c2ccc(F)cc2)C(C(=O)NC2CCCC2)c2cccnc2)no1 (configuration not stated) do in these assays?
CASP6 VEID inh: 3; RAD52 inh: -11; INS-1E GSIS act: 9; Xi reactivation: 0.0; RAD54 branch: 6; F508del corr: 1.7; DENV2 CPE rescue: 8

How did CCOC(=O)N1CCN(C(=O)CSc2nc(=O)n3ccccc3n2)CC1 do in these assays?
CASP6 VEID inh: -3; RAD52 inh: -6; E-selectin induc: 0.0; INS-1E GSIS act: 6; Xi reactivation: 0.0; RAD54 branch: -12; F508del corr: -0.6; DENV2 CPE rescue: -4
